Cdc42 wt = changes GTP binding to wildtype human Cdc42; P60953; GST-Cdc42 beads, Bodipy-GTP binding, flow cytometry; actives lie on both sides; percent activity (GTP binding), % at 10 µM; 190,000 compounds, 0.2% hits;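 active = percent activity GTP binding at least 20 points away from the 100% baseline, either down as inhibitor or up as activator; inconclusive = compound flagged as likely green fluorescent from well-wide comparison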;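 also: median bead fluorescence of bound Bodipy-FL-GTP at 100 nM; 0% = excess unlabeled GTP control and 100% = no compound control; below 100% means less GTP binding so inhibitor and above means activator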
Target sequence (P60953 whole entry, looked up): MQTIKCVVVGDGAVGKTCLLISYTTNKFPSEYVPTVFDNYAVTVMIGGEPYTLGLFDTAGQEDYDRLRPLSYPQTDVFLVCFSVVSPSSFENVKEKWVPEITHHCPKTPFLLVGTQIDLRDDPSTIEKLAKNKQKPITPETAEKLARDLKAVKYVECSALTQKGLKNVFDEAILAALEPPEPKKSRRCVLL
Mcl1 Noxa PPI = Mcl-1/Noxa interaction inhibition. Q07820. TR-FRET Mcl-1/Noxa peptide binding, 2 h. inhibition, % at 21.7 µM. 220,000 compounds, 1.5% hits. AID 1022;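 active = compounds that cut the protein-peptide binding signal by more than 50% relative to plate controls in a single-dose test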;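 also: His-tagged Mcl-1 with rhodamine Noxa BH3 peptide and terbium anti-His antibody; 0% = Mcl-1 plus Noxa peptide wells and 100% = peptide-only wells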
Target sequence (Q07820 whole entry, looked up): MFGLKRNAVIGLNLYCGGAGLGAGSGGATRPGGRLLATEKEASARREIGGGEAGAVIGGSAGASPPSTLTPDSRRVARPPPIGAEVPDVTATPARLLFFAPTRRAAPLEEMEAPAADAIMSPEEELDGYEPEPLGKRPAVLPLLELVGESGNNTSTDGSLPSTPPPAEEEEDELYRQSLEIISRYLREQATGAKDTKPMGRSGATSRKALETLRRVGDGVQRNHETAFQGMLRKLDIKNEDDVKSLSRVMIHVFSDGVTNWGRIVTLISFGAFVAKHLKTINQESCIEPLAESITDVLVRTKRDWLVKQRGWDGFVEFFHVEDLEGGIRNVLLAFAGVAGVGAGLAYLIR
ABCG2 inh = human ABCG2 inhibition, ABCB1 as counter-screen. Q9UNQ0. inhibition, % at 6.6 µM. 190,000 compounds, 0.1% hits. IgMXP3 cells, JC-1 efflux, flow cytometry;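 active = inhibition above 80%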;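 also: 0% = DMSO and 100% = nicardipine control wells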
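material = IgMXP3 (ABCG2) plus far-red-tagged CCRF-Adr (ABCB1) cells | amount = 3 million cells/mL, equal mix of both lines | also added = JC-1 transporter substrate | dosing = one concentration, 6.6 µM final | schedule = 10 min at 25 °C | measured by = flow cytometric JC-1 green MFI at 530 nm | read-out basis = percent efflux inhibition, scaled nicardipine 100% to DMSO 0%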
Pf gametocyte = P. falciparum stage V gametocyte viability inhibition. P. falciparum stage V gametocytes, ATP luminescence, 24 h. inhibition, % at 10.9 µM. 150,000 compounds, 0.065% hits;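 active = inhibition above the mean plus 3 SD of compounds within the control limits, set per campaign, cut at about 38% in these data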;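 also: 0% = DMSO wells and 100% = medium only without gametocytes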
HRas wt GTP bind = human HRas wildtype GTP binding, change in either direction. P01112. AID 759. GST-Ras wt beads, Bodipy-FL-GTP binding, flow cytometry; actives lie on both sides. 190,000 compounds, 0.14% hits. GTP binding activity, % at 10 µM;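 active = GTP binding activity at least 20% away from the 100% baseline, either lowered as inhibitor or raised as activator; inconclusive = flagged as likely green fluorescent, judged across all proteins in the well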;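 also: 0% = unlabeled GTP competition control and 100% = no-compound control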
Target sequence (P01112 whole entry, looked up): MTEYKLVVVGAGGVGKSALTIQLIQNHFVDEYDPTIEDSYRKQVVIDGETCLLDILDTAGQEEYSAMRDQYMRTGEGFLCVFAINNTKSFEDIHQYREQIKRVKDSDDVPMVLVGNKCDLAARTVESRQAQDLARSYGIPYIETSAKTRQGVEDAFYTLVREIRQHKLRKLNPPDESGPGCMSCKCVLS
Rab7 wt GTP bind = modulators of GTP binding to dog Rab7 wildtype GTPase. GST-Rab7 beads, fluorescent GTP binding, flow cytometry; actives lie on both sides; untreated = 100%, excess cold GTP = 0%. GTP binding activity (percent of control), % at 10 µM. 190,000 compounds, 0.055% hits. AID 758;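 active = fluorescent GTP binding to Rab7 beads changed by at least 20 points from the 100% baseline, either direction, mostly lower; inconclusive = compound itself probably fluorescent, or too few beads counted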;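 also: median green fluorescence of bound Bodipy-FL-GTP per Rab7 bead population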
Rac1 act GTP bind = human Rac1 activated mutant GTP binding change; GST-Rac1 activated beads, fluorescent GTP binding, flow cytometry; actives lie on both sides; 100% means binding = to untreated wells; P63000; AID 764; 190,000 compounds, 0.11% hits; percent activity (GTP binding), % at 10 µM;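 active = GTP binding at least 20 percentage points away from the 100% baseline, in either direction, so actives lie on both sides; inconclusive = Compound likely fluorescent itself, or too few beads counted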
ABCB1 block = human ABCB1 inhibition, ABCG2 as counter-screen; inhibition, % at 6.6 µM; P08183; CCRF-Adr cells, JC-1 efflux, flow cytometry; AID 1326; 190,000 compounds, 0.067% hits; in the data active = inhibition above about 40%;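 also: 0% = vehicle and 100% = reference inhibitor; higher value means more JC-1 retained so stronger ABCB1 efflux block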
Rab2 wt GTP = changes GTP binding to wildtype dog Rab2A, up or down. 190,000 compounds, 0.19% hits. P61105. GST-Rab2 wt beads, Bodipy-GTP binding, flow cytometry. GTP binding activity, % at 10 µM;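 active = GTP binding activity at least 20 points away from 100%, either lowered or raised; inconclusive = signal likely due to the compound's own green fluorescence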;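 also: 0% = beads with excess unlabeled GTP and 100% = no-compound control corrected for plate trend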
Avidin bead fluor = avidin bead compound fluorescence profile; Avidin beads, compound fluorescence 488/530 nm, flow cytometry; stronger effect = higher value; fluorescence (KMESF) at 10 µM; 220,000 compounds, 0.38% hits; in the data active = fluorescence above about 47; also: inactives centre near 10
Rac1 wt GTP bind = human Rac1 wildtype GTP binding, inhibitors and activators | P63000 | GST-Rac1 beads, fluorescent GTP binding, flow cytometry; actives lie on both sides; 0 = cold GTP competed, 100 = untreated | GTP binding activity (% of control), % at 10 µM | 190,000 compounds, 0.27% hits | AID 757;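 active = GTP binding activity at least 20 points away from the 100% control level, either lower or higher; inconclusive = compound flagged as likely green fluorescent, judged across all proteins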
* marks the source's active call; other numbers are inactive results; ? = inconclusive; / = no result given.

SMILES	Cdc42 wt	Mcl1 Noxa PPI	ABCG2 inh	Pf gametocyte	HRas wt GTP bind	Rab7 wt GTP bind	Rac1 act GTP bind	ABCB1 block	Rab2 wt GTP	Avidin bead fluor	Rac1 wt GTP bind
Cc1[nH]c2ccccc2c1/C=N/NC(=S)NCc1ccccc1	98	6	2	-6	103	104	99	-0.8	104	34	97
Cc1nn(-c2ccccc2)c(Cl)c1/C=N/NC(=O)c1ccc(CNc2ccccc2)o1	94	19	3	-1	100	99	96	1.1	98	13	98
Cc1nnc(SCC(=O)Nc2ccccc2N2CCOCC2)s1	102	-6	1	8	101	99	96	0.8	99	36	106
O=C(C[n+]1ccccc1)N1CCCc2ccccc21	98	1	0	/	97	104	96	0.4	98	12	98
S=C(Nc1ccc(Cl)c(Cl)c1)NC1CCN(Cc2ccccc2)CC1	98	20	5	/	100	100	99	0.8	100	9	101
CC1(C)CC(CCNS(=O)(=O)c2ccccc2)(c2ccccc2)CCO1 (stereo not given)	?	-16	-1	-55	?	?	?	0.4	?	5	?
COc1cc(OC)cc(N(C(=O)c2ccco2)C(C(=O)NC2CCCC2)c2ccc(N(C)C)cc2)c1 (stereo not given)	96	-1	1	/	96	93	91	1.7	93	15	96
COC(=O)c1ccsc1NC(=O)C1=COCCO1	101	3	4	/	99	97	99	0.5	98	5	101
CC(C)NC(=O)c1cnc(N2CCN(c3ccccn3)CC2)c2ccccc12	101	10	3	/	97	96	94	1.6	98	23	97
CCOC(=O)c1csc(-n2nc(C)cc2C(F)(F)F)n1	98	-2	7	13	97	105	94	0.3	99	10	96
O=C1C2C3C=CC(C3)C2C(=O)N1c1ccc2ccccc2n1 (stereo not given)	98	-7	0	/	96	95	93	-0.1	96	19	99
CSc1nsc2nc(=O)c(/C=C3\C(C)=Nc4ccc(C)cc43)c(N)n12	93	50	-2	25	91	100	89	-0.2	91	13	94
COc1ccccc1NC(NC(=O)c1ccccn1)C(Cl)(Cl)Cl (stereo not given)	100	-3	2	-1	106	103	105	0.7	102	1	106
COc1ccc(NC(=S)/N=C(\N)Nc2nc(C)c3ccc(C)cc3n2)cc1	94	12	-8	19	93	93	94	-0.9	92	11	94
CCC(=O)N(Cc1cc2ccccc2[nH]c1=O)C(C)C	97	-1	1	/	94	93	92	0.3	91	7	93
CCOC(=O)CNC(=O)c1ccc(OCC(F)(F)F)cc1	99	-3	4	24	99	102	95	-0.1	98	11	101
COc1ccc(C2CC(=O)Oc3c2c(=O)n(C)c2ccccc32)c(OC)c1OC (stereo not given)	93	-3	1	14	95	95	92	0.4	94	16	94
CCC(C(=O)O/N=C(\N)c1ccc(C)cc1)c1ccccc1 (stereo not given)	99	1	2	/	98	99	99	0.3	98	7	100
COC(=O)c1ccc(CC(=O)c2ccc(O)cc2O)o1	96	23	1	/	97	99	95	0.5	100	20	95
CC(=O)OC(COc1ccccc1)Cn1cnc2cc(C)c(C)cc21 (stereo not given)	95	14	7	28	95	96	96	0.5	97	4	103
CCOc1ccc(OCC)c(NC(=O)CN2CCN(c3cccc(C)c3)C(C)C2)c1 (stereo not given)	104	48	9	11	101	100	98	2.1	99	35	102
COc1ccc(NC(=O)c2ccc(NS(=O)(=O)c3c(C)noc3C)cc2)cc1OC	101	3	3	/	101	101	98	0.2	98	11	102
COc1cc(C(=O)NCCc2cc3c(OC)ccc(OC)c3[nH]c2=O)cc(OC)c1OC	99	19	12	-10	99	103	97	0.8	100	14	101
COC(=O)c1ccc2c(=O)n(CCN3CCOCC3)c(SCC(=O)C(C)(C)C)nc2c1	99	6	6	-4	99	95	96	2.4	97	36	98
CCOc1ccc(Nc2oc(-c3ccco3)nc2C#N)cc1	98	-2	5	/	97	98	97	0.7	96	4	97

Single values from the entries so far:
COc1ccc(NC(=S)/N=C(\N)Nc2nc(C)c3ccc(C)cc3n2)cc1 in Avidin bead fluor reads 11
CCOc1ccc(OCC)c(NC(=O)CN2CCN(c3cccc(C)c3)C(C)C2)c1 (stereo not given) in Rab2 wt GTP reads 99

The list goes on:
SMILES	Cdc42 wt	Mcl1 Noxa PPI	ABCG2 inh	Pf gametocyte	HRas wt GTP bind	Rab7 wt GTP bind	Rac1 act GTP bind	ABCB1 block	Rab2 wt GTP	Avidin bead fluor	Rac1 wt GTP bind
COc1ccc(C(C)=O)cc1COC(=O)CNC(=O)c1ccc(F)cc1	102	5	9	0	101	101	97	1.3	100	3	105
O=C(C(Cc1ccccc1)NS(=O)(=O)c1cccc2cccnc12)N1CCc2ccccc21 (stereo not given)	99	2	2	/	100	99	98	0.9	97	5	100
CC(=O)c1ccc(OC(C)C)c(CSC(=N)N)c1	94	-2	0	16	94	92	96	0.1	94	10	98
Cc1cccc(C(C)(C)C)c1OCCN1CCCC1	100	14	7	20	99	98	98	0.1	98	5	103
O=C(Nc1ccc2c(c1)OCO2)Oc1ccccc1	100	-2	8	/	101	99	98	0.9	99	10	99
C=CCn1c(NC(=O)c2ccc(Br)o2)c(S(=O)(=O)c2ccccc2)c2nc3ccccc3nc21	97	25	6	/	95	94	94	0.7	87	11	98
Cc1n[nH]c(=O)n1-c1ccc(C(C)C)cc1	97	3	0	-40	99	106	95	0.2	101	11	99
CC1CCc2onc(C(=O)O)c2C1 (stereo not given)	92	12	0	5	97	100	93	0.3	95	12	95
CC(C)CCN1C(=O)c2ccc(C(=O)Nc3cccc(S(N)(=O)=O)c3)cc2C1=O	97	-27	-5	-25	100	100	98	-0.5	98	1	106
CCC1Sc2ccccc2N(CC(=O)NCCC2=CCCCC2)C1=O (stereo not given)	102	0	1	8	101	104	100	0.2	101	7	102
C/C(=N\Nc1ccccc1)c1cc2ccccc2oc1=O	96	-7	2	2	99	105	95	0.0	100	12	100
COc1ccc(CC(=O)NCCc2ccc(S(N)(=O)=O)cc2)cc1	102	-4	0	-14	100	99	98	-0.2	101	8	99
NC(=S)N/N=C/c1ccc(-c2ccc(Cl)c(Cl)c2)o1	95	38	3	/	103	103	95	-0.4	101	13	104
COc1cccc(NC(=O)CCSc2nnc3scc(-c4ccccc4)n23)c1	96	-19	11	-9	98	100	97	14	96	4	102
O=C(CC(C(=O)N1CCc2ccccc21)n1ccnc1)NCC1CCCO1 (stereo not given)	99	0	1	/	101	99	99	0.5	99	10	103
CCc1nc(SCC(=O)NCc2ccccc2)c2c(=O)n(C)c(=O)n(C)c2n1	101	-30	6	/	101	103	101	1.3	104	6	113
Cc1cc(N2CCN(S(=O)(=O)c3ccc(Cl)cc3)CC2)c2ccccc2n1	96	3	6	/	94	93	95	11	94	10	94
O=C1Nc2ccccc2N=C(c2ccccc2)C1Br (stereo not given)	98	42	1	-1	98	100	96	0.1	98	11	97
COc1ccc(-c2[nH]ncc2[C@@H]2C[C@H]3CN(Cc4ccccc4C)C(=O)[C@]34CCCN24)cc1	97	9	6	-10	98	101	95	9.0	96	9	97
CC(=O)c1cnc2scnn2c1=O	96	21	4	0	99	96	94	-0.2	97	9	99
COc1cc(CC(=O)Nc2ccc(S(=O)(=O)Nc3ncccn3)cc2)cc(OC)c1OC	99	9	-2	/	97	95	95	-3.3	96	14	95
COCCNC(=O)C(c1cccs1)N(C(=O)Cn1nnc2ccccc21)c1cccc(C(C)=O)c1 (stereo not given)	100	3	1	/	100	99	97	0.2	97	4	99
O=C(CSc1nncs1)NC(=O)NCc1ccco1	95	34	2	-7	95	99	92	0.4	95	13	94
O=C(COC(=O)CCC(=O)c1cccs1)Nc1cccc(S(=O)(=O)N2CCOCC2)c1	107	10	1	/	105	105	101	0.2	106	28	107
CC(C)(C)n1nnnc1C(c1cccs1)N(Cc1cccnc1)Cc1ccco1 (stereo not given)	104	21	2	/	101	101	98	2.4	101	6	108
(next part)
SMILES	Cdc42 wt	Mcl1 Noxa PPI	ABCG2 inh	Pf gametocyte	HRas wt GTP bind	Rab7 wt GTP bind	Rac1 act GTP bind	ABCB1 block	Rab2 wt GTP	Avidin bead fluor	Rac1 wt GTP bind
Cc1ccc(Cl)cc1N1CCN(C(=O)CN2C(=O)c3cccc4cccc2c34)CC1	99	-52	2	/	98	101	100	1.2	103	32	99
CC(=O)N1CCc2cc(N=NC3=C(O)CCCC3=O)ccc21	95	7	0	-3	94	97	95	0.0	97	10	95
Cn1c(CSc2ncccn2)nnc1SCC(=O)N1CCCCCC1	101	21	3	-7	98	98	94	1.1	100	13	104
O=C(COC(=O)c1ccc(Cl)nc1)c1ccc2c(c1)OCCO2	98	9	11	21	96	99	94	0.4	96	8	92
Cc1cc(=O)n(CC(C)O)c(O)c1C#N (stereo not given)	98	22	-1	/	99	99	97	-0.7	97	/	98
CC(NC(=S)Nc1ccc(OC(F)F)cc1)c1ccc(F)cc1 (stereo not given)	97	-1	10	-37	98	93	95	1.5	95	10	96
Clc1ccc(Cn2cc(/C=N/n3cnnc3)c3ccccc32)cc1	100	3	2	12	102	104	99	0.4	104	9	102
CC1=CC(C)(C)N2C(=O)C3(SCC(=O)N3c3ccc(F)cc3)c3cc(C)cc1c32 (stereo not given)	102	2	5	/	100	98	95	5.1	97	9	98
O=C(NCc1ccccc1)c1ccc(Br)cc1Br	100	-4	3	1	97	101	97	0.4	96	13	101
Cc1ccc(/C=C/C(=O)Nc2cc(S(=O)(=O)N3CCCCCC3)ccc2OCC(F)(F)F)o1	95	23	-3	0	96	100	97	-0.4	97	3	101
CN(C)Cc1ccccc1Sc1ccc(O)cc1O	101	12	-2	-19	98	98	99	-0.6	96	2	105
Cc1nnc(SCC(=O)Nc2sc3c(c2C#N)CCCC3)[nH]c1=O	99	21	-10	10	97	96	96	-6.0	98	4	98
CCCc1cc2c(=O)c(-c3nc4ccccc4s3)c(COCC(=O)O)oc2cc1O	94	73*	-4	4	96	102	93	-1.7	96	17	96
O=C(NNc1nc(=O)c2cccnc2s1)c1ccccc1O	94	0	2	20	93	95	93	-0.3	93	19	98
S=C1NC2=C(CCC/C2=C\c2ccccc2)C(c2ccccc2)N1 (stereo not given)	97	-17	0	-8	99	98	96	0.6	97	8	104
Cc1ccc(C)c(C(C)NC(=O)CC#N)c1 (stereo not given)	?	4	1	4	?	?	?	0.4	?	10	?
O=C(CCn1nnc2ccccc2c1=O)N[C@@H](Cc1ccccc1)C(=O)O	101	-6	2	-16	101	100	98	0.0	100	12	102
COc1ccccc1/C=N/NC(=O)c1csc(C)c1C	99	6	19	-15	100	94	100	1.6	99	6	106

Compound activity: PubChem, several laboratories
